Bioassay records: PubChem, several laboratories
LANA DNA inh – blocks KSHV LANA C-terminal domain binding to DNA. MBP-C-LANA/FAM-LBS DNA binding, fluorescence polarization. inhibition, % at 9 µM. 340,000 tested, 0.078% active;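 active means highest replicate inhibition at or above 60% at 9 µM, even if other replicates fall short; inactive means all replicates below 60% inhibition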;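 further: 0% = neutral control wells and 100% = 4 µM acridine orange control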
CAL PDZ FP – blocks peptide binding to the human CAL PDZ domain; Q9HD26; purified CAL PDZ, TMR-peptide fluorescence polarization, 1 h; inhibition, % at 24.9 µM; 300,000 tested, 0.92% active; AID 602252;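 active means mean inhibition of at least 30% with at least half of replicates also reaching 30%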;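 further: 0% = DMSO neutral control and 100% = excess unlabeled competitor peptide PRC23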
HTR5A inv ctr – counter-screen for OPRM1-OPRD1 inverse agonists: human HTR5A inverse agonism. inhibition, % at 9.3 µM. P47898. HTR5A cell line, luminescence. 340,000 tested, 0.083% active; in the data active means inhibition mostly above about 23%, no sharp cut-off; inactive means mostly below about 18%;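 further: 0% = cells with DMSO and 100% = no-cell wells with DMSO; some compounds called inactive have numbers as strong as hits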
V-ATPase pH – regulators of yeast V-ATPase proton transport | S. cerevisiae, pHLuorin cytosolic pH fluorescence | response, % at 10 µM | 350,000 tested, 0.37% active | AID 504577; in the data active means response mostly above about 7.3%, no sharp cut-off; inactive means mostly below about 5.4%; further: actives read high; inactives centre near 0; some compounds called inactive have numbers as strong as hits; reference of the scale not given here
RTF Ca sens act – cardiac RTF calcium sensitization; IANBD-labeled TnC RTF fluorescence at EC20 calcium; 0% EC20 calcium, 100% full calcium; activation, % at 7.2 µM; 340,000 tested, 0.24% active; AID 493008;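 active means activation above the mean over all tested compounds plus 3 SD, cut at about 30% in these data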;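 further: rise in fluorescence read as greater calcium sensitivity of cardiac thin filaments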
HTR5A ag – activates human HTR5A in OPRM1-OPRD1 agonist counter-screen | HTR5A agonist assay, luminescence, cell-based | 340,000 tested, 0.61% active | P47898 | activation, % at 9.3 µM; in the data active means activation mostly above about 9.5%, no sharp cut-off; inactive means mostly below about 7.6%;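 further: 0% = cells with vehicle only and 100% = reference agonist; strong numbers were not always called active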
Keap1 Nrf2 FP – inhibitors of human Keap1-Nrf2 protein-protein interaction | Q14145 | Keap1 Kelch-Nrf2 peptide fluorescence polarization, 1536-well | inhibition, % at 9.4 µM | 340,000 tested, 0.15% active; in the data active means inhibition above about 12%;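 further: human Keap1 Kelch domain with fluorescein labeled Nrf2 9mer peptide probe; 0% = neutral control wells and 100% = peptide positive control; higher means more block of Keap1 binding to Nrf2 peptide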
Cardiac RTF inh – cardiac RTF calcium desensitization. P19429+P45379. IANBD-labeled cardiac RTF, Ca2+ fluorescence. inhibition, % at 7.15 µM. 340,000 tested, 0.12% active. AID 493244;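 active means inhibition above the mean inhibition of all tested compounds plus 3 SD, cut at about 17% in these data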;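 further: assay run at fixed EC70 calcium of 1.6 mM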
OPRM1-OPRD1 inv – inverse agonist of human OPRM1-OPRD1 heterodimerization | cell-based MOR-DOR heterodimer luminescence, inverse agonism | 340,000 tested, 0.21% active | AID 504357 | inhibition, % at 9.3 µM; in the data active means inhibition above about 22%, passing the limit was not always enough;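 further: 0% = cells with DMSO and 100% = wells without cells with DMSO; values of inactives mirror those of a sister screen read the other way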
Target sequence (P35372 whole entry, looked up): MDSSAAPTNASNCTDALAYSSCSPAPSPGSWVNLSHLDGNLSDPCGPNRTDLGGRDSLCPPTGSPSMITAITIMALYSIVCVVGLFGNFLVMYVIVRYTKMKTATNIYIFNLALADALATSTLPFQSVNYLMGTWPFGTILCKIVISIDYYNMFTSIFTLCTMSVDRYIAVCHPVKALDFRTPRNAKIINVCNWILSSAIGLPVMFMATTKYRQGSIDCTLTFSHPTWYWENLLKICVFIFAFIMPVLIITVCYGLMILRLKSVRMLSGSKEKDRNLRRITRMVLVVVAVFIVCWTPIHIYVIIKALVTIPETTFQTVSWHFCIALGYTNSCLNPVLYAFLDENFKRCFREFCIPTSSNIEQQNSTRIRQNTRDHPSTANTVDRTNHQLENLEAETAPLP
Target sequence (P41143 whole entry, looked up): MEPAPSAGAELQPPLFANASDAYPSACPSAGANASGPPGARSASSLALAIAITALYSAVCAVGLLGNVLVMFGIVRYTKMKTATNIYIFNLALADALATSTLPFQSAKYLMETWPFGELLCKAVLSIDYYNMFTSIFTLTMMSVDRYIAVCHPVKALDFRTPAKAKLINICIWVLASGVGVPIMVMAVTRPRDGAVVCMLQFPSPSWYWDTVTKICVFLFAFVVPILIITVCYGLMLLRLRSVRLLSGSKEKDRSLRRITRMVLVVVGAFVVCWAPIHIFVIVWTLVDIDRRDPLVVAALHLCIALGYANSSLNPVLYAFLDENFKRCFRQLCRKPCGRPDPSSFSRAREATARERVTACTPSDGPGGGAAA
OPRM1-OPRD1 ag – agonists of human mu-delta opioid receptor heterodimerization | P35372+P41143 | cells, OPRM1-OPRD1 heterodimerization, luminescence | activation, % at 9.3 µM | 340,000 tested, 0.3% active | AID 504326; in the data active means activation above about 18%;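 further: 0% = vehicle-treated cells and 100% = reference agonist; values of inactives mirror those of a sister screen read the other way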
* marks the source's active call; other numbers are inactive results; . = not tested or not shown.

Structure	LANA DNA inh	CAL PDZ FP	HTR5A inv ctr	V-ATPase pH	RTF Ca sens act	HTR5A ag	Keap1 Nrf2 FP	Cardiac RTF inh	OPRM1-OPRD1 inv	OPRM1-OPRD1 ag
Cc1cc(C)c2sc(N)nc2c1	1.1	0.8	-14.9	-0.2	-0.5	-1.6	-4.3	-2.3	1.4	-0.3
Cc1ccc(C)c(S(=O)(=O)N2CCN(C(=O)Cc3ccc(S(=O)(=O)N4CCOCC4)s3)CC2)c1	1.2	.	8.4	-7.5	-10.6	1.6	-4.5	-0.7	21.2	-4.4
CS(=O)(=O)N(CC(=O)NCc1ccc2c(c1)OCO2)Cc1ccc(Cl)cc1	0.8	.	2.8	-9.1	2.0	0.9	0.6	2.7	5.2	-1.2
O=c1[nH]c(=O)n(C2CC(O)C(CO)O2)cc1I (stereo unspecified)	-0.5	-2.7	-20.2	4.9	-3.0	5.3	-7.1	-6.2	2.7	-0.6
COc1ccc(CN2CCNC(=O)C2CC(=O)NCCCn2cccn2)c(OC)c1 (stereo unspecified)	1.9	-0.2	-34.7	1.1	6.4	0.3	-1.5	4.5	16.2	-2.6
O=C(c1noc2c1CCCC2)N1CCCC(N2CCN(c3ccccc3F)CC2)C1 (stereo unspecified)	-2.5	-1.0	11.3	3.8	-0.5	-0.5	-0.9	0.5	17.4	-3.4
COc1ccc(C2=Nn3c(nnc3-c3ccccc3OC)SC2)cc1OC1CCCC1	0.6	-2.4	-36.1	-1.9	-6.8	12.1	-2.8	-7.1	-7.5	1.3
O=C(COc1ccccc1)N1CCN(S(=O)(=O)c2cccs2)CC1	-0.3	-2.7	18.2	4.1	1.0	-0.4	1.1	-1.0	-1.5	0.3
Cc1ccc(NC(=O)CSc2nnc(-c3ccccn3)n2C)cc1	0.1	6.1	-8.8	-3.1	-2.9	-1.9	-2.5	-13.4	0.5	-0.1
COc1ccc(CNS(=O)(=O)NCc2ccc(OC)c(OC)c2)cc1OC	1.2	-1.2	-8.2	1.2	-4.9	-3.0	-4.8	6.9	7.9	-1.1
Cc1csc(=O)n1CC(=O)OCc1cccc2ccccc12	2.3	-9.0	-25.7	-0.4	6.0	-0.8	4.0	-17.9	13.2	-2.3
O=c1cc(N2CCC(Cc3ccccc3)CC2)[nH]c(=O)n1C1CCCCC1	1.2	2.1	0.8	3.8	-0.7	-8.4	5.6	-3.6	-3.2	0.6
O=C(NCCO)c1c(-c2ccc3c(c2)OCO3)noc1-c1ccsc1	4.1	-0.6	8.7	-1.7	-0.6	-2.5	4.2	-8.6	-5.5	1.2
O=C(NCc1nc2ncc(Br)cc2[nH]1)c1ccccc1	-0.8	-6.0	-11.0	-0.5	0.0	4.2	-3.1	1.7	13.0	-2.2
CCN(CC)S(=O)(=O)c1ccc(NC(=O)COC(=O)CCc2cc(OC)c(OC)c(OC)c2)cc1	-1.5	-5.1	-23.5	-1.0	11.0	3.3	-4.2	5.4	4.8	-0.9
Cc1ccc(S(=O)(=O)NC(N)=NCCc2ccccc2)cc1C	0.0	-2.5	6.0	6.6	6.7	-1.2	-1.3	-38.8	8.0	-1.6
COC(=O)c1ccc(NC(=O)Cn2nc(SC)n(N)c2=S)cc1	-0.1	-2.4	5.5	-1.7	6.4	2.2	3.2	-6.8	4.4	-0.9
COc1ccccc1CN1CC(C(=O)NCCCc2ccc(F)cc2)CCC1=O (stereo unspecified)	0.8	0.2	-10.6	12.6*	-4.0	2.5	-4.0	5.3	2.7	-0.5
CC1CCc2nc(NC(=O)Nc3ccc4c(c3)OCO4)sc2C1 (stereo unspecified)	0.0	.	3.5	-2.7	-0.7	-1.4	-5.4	-0.7	-11.8	2.2
Cc1cc(C)cc(N(CC(=O)Nc2ccc(Br)cc2)S(=O)(=O)c2c(C)[nH]c(=O)[nH]c2=O)c1	0.6	-4.1	-11.6	0.0	-6.7	2.9	5.6	-3.5	11.8	-2.2
C=CCCC(=O)Nc1nc(C)c(-c2csc(Nc3cc(Cl)ccc3OC)n2)s1	1.6	2.6	1.5	-0.4	1.5	-2.8	-0.6	-20.3	9.2	-1.6
CCOC(=O)C1(Cc2ccccc2C)CCCN(C(=O)c2ccc(COC)o2)C1 (stereo unspecified)	-1.0	7.1	-7.2	-0.3	-2.9	2.4	-7.9	-5.3	0.5	-0.1
Cn1c(=O)oc2cc(S(=O)(=O)NCCN3CCN(c4ccccc4)CC3)ccc21	1.5	.	-4.7	-0.9	2.3	-1.7	-1.5	-2.7	15.7	-2.9
CN(C)S(=O)(=O)c1ccc(C(=O)OCCc2ccccc2)cc1	1.2	.	4.8	-0.9	-0.3	4.3	-3.0	-9.5	-24.7	3.0
Cc1ccc(-c2csc3ncn(CC(=O)N4CCOCC4)c(=O)c23)cc1	-0.5	-4.3	5.7	1.7	3.7	-3.0	-2.4	-13.5	8.6	-1.5
CCOc1ccccc1OCCCC(=O)OCC(=O)Nc1cccc(Cl)c1	-0.9	-0.6	1.5	1.9	-0.8	-0.6	-6.1	2.1	-19.9	3.0
COc1ccc(-n2c(COc3cccc(C)c3)n[nH]c2=S)cc1	-1.3	-16.4	0.2	1.6	-3.2	-0.1	1.6	9.1	4.6	-0.9
CN(C)c1ccc(C(=O)OCC(=O)Nc2ccc(N3CCOCC3)cc2)cc1	13.9	-4.9	1.0	-0.8	-1.7	-0.3	-0.5	1.6	8.3	-1.5
Cc1ccc(S(=O)(=O)NC(=O)Nc2cc(C)on2)cc1	2.0	-1.5	-8.1	0.3	3.2	3.0	0.9	-3.5	9.7	-1.9
COc1cc(OC)c2c(-c3ccccc3)cc(=O)oc2c1C(CCN1CCOCC1)c1ccc2c(c1)OCO2 (stereo unspecified)	2.4	-1.7	15.9	1.6	-7.7	-4.4	-2.4	-4.0	14.3	-2.9
O=C(NOC(=O)c1c(F)cccc1Cl)c1ccc(Cl)c(Cl)c1	0.0	-3.0	8.1	-1.4	-1.2	-2.3	2.1	-9.3	10.6	-2.3
CC(C)(C)c1cc(CSC(=S)NC2CCS(=O)(=O)C2)c(Br)c(C(C)(C)C)c1 (stereo unspecified)	-1.1	1.0	5.2	0.6	0.6	-1.9	0.4	-5.0	-9.3	2.0
CC(=O)Nc1ccccc1C(=O)C(=O)Nc1cccc(C(=O)NCc2ccccc2)c1	-1.0	-2.5	-11.2	-1.2	8.4	1.6	-1.8	-6.8	7.5	-1.4
N=c1sc2ccccc2n1-c1ccccc1	-0.9	.	20.9	-1.4	1.0	1.2	-10.4	-9.8	-10.1	1.9
CCCCc1nnc(NC(=O)C2CC(=O)N(c3ccc4c(c3)OCCO4)C2)s1 (stereo unspecified)	2.1	-1.1	-2.1	3.9	-0.1	2.0	3.1	-12.8	4.7	-0.7
CCOc1ccccc1-c1nc(CN2CCN(C(=O)c3ccco3)CC2)c(C)o1	0.6	.	-12.2	-0.4	0.4	-0.2	-6.0	-2.7	8.2	-1.6
COc1cc(C(=O)N2c3ccccc3CC2C)cc(OC)c1OC (stereo unspecified)	1.8	-2.9	5.1	-0.5	4.9	-1.4	-5.4	-10.2	9.1	-2.2
COc1cnc(-c2ccccn2)nc1Oc1cccc(C(F)(F)F)c1	1.4	4.0	-19.1	0.7	3.0	5.2	6.1	-4.5	-5.0	1.0
O=C1Nc2ccccc2C12OCC1(CO2)COC2(OC1)C(=O)Nc1ccccc12 (stereo unspecified)	-0.3	-3.4	4.2	-0.6	4.3	1.4	-3.1	0.2	8.1	-1.4
CN(C(=O)CN1C(=O)S/C(=C\c2ccccc2)C1=O)C1CCS(=O)(=O)C1 (stereo unspecified)	-0.4	-2.5	-9.6	-1.9	-3.6	-6.3	0.5	-4.2	11.4	-2.2
COc1ccc(NC(=O)c2ccc(=O)[nH]c2)cc1S(=O)(=O)N1CCOCC1	0.9	3.0	-12.1	18.2	-0.3	5.0	-0.4	-4.2	13.7	-2.6
CCCCNC(=O)CN1C(=O)NC(Cc2ccccc2)(Cc2ccccc2)C1=O	2.0	-5.1	9.8	4.9	-1.7	-3.7	-0.6	-17.0	-0.3	0.1
O=C(CN(C(=O)c1csnn1)c1ccc(Br)cc1)NC1CCCCC1	0.0	-1.5	-17.5	-1.2	0.8	-4.5	-2.1	-3.6	-3.9	0.6
O=C(c1ccc(Cl)cc1Cl)N1CCSCC1	-1.8	.	-6.7	1.2	2.1	6.2	-0.3	-4.1	8.5	-1.7
Cc1cc(C)n(/N=C/c2cccc(O)c2)c(=O)c1C(N)=O	0.2	-5.7	-11.6	2.7	-4.8	-2.6	2.7	-7.7	7.3	-1.6
COC(=O)c1c([N+](=O)[O-])c(OC)c(OC)c(OC)c1[N+](=O)[O-]	-0.5	-1.3	11.5	0.2	-4.0	-4.2	1.0	1.4	4.4	-0.8
[O-]/[N+](=C/c1ccc(F)cc1)c1ccccc1	-0.1	-1.4	11.4	5.2	2.6	-4.4	-3.4	-12.1	16.8	-2.9
O=C(NCc1cccnc1)c1cccc(NS(=O)(=O)c2ccc(Br)cc2)c1	1.4	7.3	-16.9	-1.4	1.1	-1.1	-8.8	-15.3	4.0	-0.7
Cn1c(CCCOc2ccc(Cl)cc2Cl)nnc1SCC(=O)Nc1nccs1	0.2	.	30.7	-1.8	2.0	4.9	1.0	-8.5	-13.5	2.5
COc1ccc(N2CCN(C(=O)Cn3c(=O)[nH]c4ccsc4c3=O)CC2)cc1	1.7	-0.1	-9.8	-1.5	-3.9	6.8	-1.5	-21.1	10.0	-1.6
O=C1c2ccccc2C(=O)N1Cc1nc2ccccc2c(=O)n1CCCn1ccnc1	-1.4	-2.7	2.9	-2.2	-1.3	-1.1	1.5	2.6	13.4	-2.7
CCc1nn(C)c2c(=O)c(=O)c2n(C)[nH]1	3.1	.	-27.6	-2.6	0.2	-1.3	5.8	-5.5	9.0	-1.8
CCn1cc(C(=O)N[C@@H](CCSC)C(=O)NCCO)c(=O)c2cc3c(cc21)OCO3	0.2	-4.3	-8.2	0.2	4.7	2.1	1.7	-3.7	1.2	-0.2
CC1(C)CC(=O)C2=C(C1)NC1=C(C(=O)c3ccccc31)C2c1cccnc1 (stereo unspecified)	-1.5	-1.7	20.3	0.4	2.5	-2.8	3.0	-1.7	2.3	-0.3
CC(=O)c1sc(NC(=O)CN2C(=O)C3CC=CCC3C2=O)nc1-c1ccccc1 (stereo unspecified)	-0.3	-1.7	-7.0	-4.6	-0.2	2.8	-0.8	-3.0	-10.5	1.9
O=C(CCN1C(=O)C2CCCCC2C1=O)Nc1nc(-c2ccccc2)cs1 (stereo unspecified)	0.0	-3.8	-23.0	0.8	0.2	-3.3	-8.0	-9.8	7.5	-1.5
CCNC(=O)C(=O)NCc1ccncc1	1.4	-2.6	2.7	-0.2	-1.9	-1.1	0.7	0.3	2.5	-0.4
CCOC(=O)Cc1csc(NC(=O)C(C)(C)CC)n1	-1.3	-0.3	-2.0	0.2	1.3	-1.9	-1.2	-4.0	7.4	-1.3
